Assay outcomes deposited in PubChem BioAssay by National Center for Advancing Translational Sciences (NCATS).
S2 tox – viability counter-screen for ATXN expression inhibitors; S2 cells (HEK-293 line with an ATXN2-luciferase reporter) viability, CellTiter-Fluor protease fluorescence, 24 h; Potency, µM (top dose mostly 56.7 µM), actives largely listed as cytotoxic; hit rate 0.49% among 400,000; further: nearly all actives have a fitted effect of over 40% in size
MCF10A rerep – induces DNA re-replication in MCF 10a normal breast cells; MCF 10A DNA re-replication, Hoechst nuclear intensity, 48 h; Potency, µM (doses to about 46.1 µM), for the others: at the highest dose activity, positive = re-replication, hits mostly activators; hit rate 2.9% among 350,000; further: % of control where 0% means no effect; nearly all actives have a fitted effect of over 50% in size
Nrf2 inh – inhibitors of Nrf2 signaling; A549 ARE-Fluc reporter, luciferase luminescence, 18-24 h; hit rate 2.1% among 360,000; Potency, µM (top dose mostly 46 µM), for the others: at the highest dose activity change, negative = inhibition, actives largely listed as inhibitors; further: on the % scale 0 is the no-effect control and ±100 the full control effect; nearly all actives have a fitted effect of over 60% in size
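Cells were seeded and rested 2 h, then exposed to compounds for 18-24 h. CellTiter-Fluor was read first as a viability measure. BugLite was added 15 min before the final luminescent read of ARE-luciferase activity in A549 cells.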
Nrf2 activator – activators of Nrf2 (ARE) signaling. AREc32 ARE-luciferase reporter (MCF7-derived line), luminescence, 24 h. Potency, µM (series often up to 46.1 µM), for inactives: at the highest dose activation, usual class: activators. hit rate 0.31% among 410,000. AID 624171; further: % of control where 0% means no effect; nearly all actives have a fitted effect of over 65% in size
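Quantitative high-throughput format: AREc32 reporter cells, 1000 per well, received compound by pin transfer and were incubated 24 hr at 37 deg C, 5% CO2, before Steady-Glo luminescence detection.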
EPAC2 antag – antagonists of human EPAC2. Q8WZA2. EPAC2 GEF exchange of Rap1B-BODIPY-GDP, fluorescence. Potency, µM (titrated, usually from 114 µM), without a hit: at the top dose activity, negative = inhibition, usual class: inhibitors. hit rate 0.18% among 360,000; further: on the % scale 0 is the no-effect control and ±100 the full control effect; nearly all actives have a fitted effect of over 45% in size; many of its hits are not listed in these tables
Target sequence (Q8WZA2 whole entry, looked up): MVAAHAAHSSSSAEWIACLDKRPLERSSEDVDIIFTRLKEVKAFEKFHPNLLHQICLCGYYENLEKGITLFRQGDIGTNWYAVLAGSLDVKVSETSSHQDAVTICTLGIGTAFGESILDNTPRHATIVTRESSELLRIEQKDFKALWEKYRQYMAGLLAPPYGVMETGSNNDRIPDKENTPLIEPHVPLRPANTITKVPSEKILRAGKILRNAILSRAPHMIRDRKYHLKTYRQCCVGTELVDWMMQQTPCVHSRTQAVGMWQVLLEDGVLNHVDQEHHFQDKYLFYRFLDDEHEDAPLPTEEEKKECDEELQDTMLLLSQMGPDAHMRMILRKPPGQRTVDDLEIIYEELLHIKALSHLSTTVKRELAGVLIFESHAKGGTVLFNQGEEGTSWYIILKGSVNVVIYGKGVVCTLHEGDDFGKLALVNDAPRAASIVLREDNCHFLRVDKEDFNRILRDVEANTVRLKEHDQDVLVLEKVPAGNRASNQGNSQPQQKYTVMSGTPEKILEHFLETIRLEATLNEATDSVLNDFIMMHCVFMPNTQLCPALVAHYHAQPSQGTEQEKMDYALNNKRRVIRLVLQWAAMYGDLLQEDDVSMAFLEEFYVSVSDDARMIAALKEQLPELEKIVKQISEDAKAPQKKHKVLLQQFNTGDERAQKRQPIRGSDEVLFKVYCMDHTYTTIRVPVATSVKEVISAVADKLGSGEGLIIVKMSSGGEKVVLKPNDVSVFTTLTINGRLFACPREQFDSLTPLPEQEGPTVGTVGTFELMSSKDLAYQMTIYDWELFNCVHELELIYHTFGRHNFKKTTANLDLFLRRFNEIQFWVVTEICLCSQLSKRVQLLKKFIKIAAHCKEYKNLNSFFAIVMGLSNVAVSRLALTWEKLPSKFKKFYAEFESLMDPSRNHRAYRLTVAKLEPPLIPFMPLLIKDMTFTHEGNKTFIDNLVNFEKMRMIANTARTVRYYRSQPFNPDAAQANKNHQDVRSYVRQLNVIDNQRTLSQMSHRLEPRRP
HepG2 viability – counter-screen for TGF-b inhibitors: cytotoxicity in HepG2 cells | HepG2 CAGA-GFP viability, ATP luminescence, 18 h | hit rate 0.76% among 410,000 | Potency, µM (top dose mostly 46.1 µM), without a hit: at the highest dose activity change, negative = cytotoxicity, most hits filed as cytotoxic | AID 588856; further: some results filed as inactive show a strong effect at the top dose
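CellTiter-Glo luminescence gave cytotoxicity after 18 hours at 37 degrees C. The cells were HepG2 CAGA-GFP in 1% FBS DMEM, stimulated with 500 pg/mL TGF-beta after compound addition. %Activity was normalised to no-cell wells (complete cell-killing) and DMSO (no toxicity), and curves were fitted and classified.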
ATXN2 expr inh – ATXN2 expression inhibition | HEK-293 ATXN2-luciferase reporter, luminescence, 24 h | Potency, µM (highest dose often 57 µM), without a hit: at the top dose activity change, negative = inhibition, hits mostly inhibitors | hit rate 0.72% among 360,000; further: on the % scale 0 is the no-effect control and ±100 the full control effect; nearly all actives have a fitted effect of over 55% in size
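qHTS (up to 57 uM final) was run with 24 h compound exposure of reporter cells at 37 °C. Each well was multiplexed: SteadyGlo luminescence measured ATXN2-luciferase expression after a fluorogenic Gly-Phe-AFC viability readout (25 uM final).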
TGFb inhibitor – blocks TGF-b signaling | AID 588855 | Potency, µM (top dose mostly 46.1 µM), without a hit: at the highest dose activity, negative = inhibition, actives largely listed as inhibitors | hit rate 1.2% among 410,000 | HepG2 CAGA-GFP TGF-b/SMAD3 reporter, GFP fluorescence, 18 h; TGF-beta stimulated, 500 pg/mL final; further: on the % scale 0 is the no-effect control and ±100 the full control effect; nearly all actives have a fitted effect of over 65% in size
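Per well, imaged GFP fluorescence of HEPG2 CAGA-GFP cells gives the signal; cells get compound, then TGF-beta (500 pg/mL final), 18 h at 37 degrees C; %Activity versus -TGF-beta and +DMSO controls.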
A549 viability – kills or reduces viability of A549 cells in Nrf2 counter-screen; Potency, µM (series often up to 46 µM), for the others: top-dose activity change, negative = cytotoxicity, usual class: inhibitors; A549 ARE-Fluc cells, CellTiter-Fluor viability, 18-24 h; hit rate 0.16% among 390,000; AID 504648; further: on the % scale 0 is the no-effect control and ±100 the full control effect
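Cytotoxicity counterscreen: CellTiter-Fluor fluorescence was measured in A549 ARE_Fluc cells after 18-24 h of compound exposure in a concentration series. The subsequent BugLite luminescent read reports ARE-luciferase activity.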
* = called active by the depositor; i = inactive; ? = inconclusive; . = no result given; & = joins results of further samples; [ ] = another dose, or the depositor's remark. The call rests on the fitted dose curve; in most records, active means well fitted curve in the direction sought with a large enough effect; inconclusive means small, poorly fitted or top-dose-only effect, or another doubt; inactive means no such curve, though single readings can be large; an effect the other way counts as inactive or inconclusive. Potency means the concentration at half of the fitted maximal effect.

SMILES	S2 tox	MCF10A rerep	Nrf2 inh	Nrf2 activator	EPAC2 antag	HepG2 viability	ATXN2 expr inh	TGFb inhibitor	A549 viability
COc1ccc(CN(Cc2ccccn2)S(=O)(=O)c2ccc(-n3cnnn3)cc2)cc1	i	15%	-6%	0.0%	0%	-19%	-5%	2%	7%
COc1ccccc1CN1C[C@@H]2C[C@@H](c3ccc4nsnc4c3)N3CCC[C@@]23C1=O	?	11%	-3%	0.3%	4%	-29%	-35%	-18%	-16%
Cc1ccc([N+](=O)[O-])cc1NC(=S)NC(=O)c1c(Cl)cnn1C	i	1%	4%	3.9%	0%	7%	-5%	3%	0%
O=C(CCn1c2c(c3ccccc31)CCCC2)NNC(=O)c1ccc([N+](=O)[O-])cc1	i	?	-1%	2.0%	10%	-4%	-7%	?	9%
COc1ccc(Nc2nc(N)nc(CSc3nc4cc(OC)ccc4s3)n2)cc1	?	.	?	-1.7%	.	-20%	?	?	?
CC1(C)C(=O)OC(C(=O)c2ccccc2)C2(CCCCC2)C1=O (configuration not stated)	i	3%	-2%	-1.1%	-8%	1%	0%	-7%	0%
O=C(Nc1cc(F)ccc1F)C1CCCN1S(=O)(=O)c1cccc2nsnc12 (configuration not stated)	i	-1%	-4%	-0.2%	-4%	-15%	0%	?	1%
CC(=O)c1ccc(Oc2cc(C)nc(N3CCOCC3)n2)cc1	i	-4%	4%	2.7%	2%	13%	10%	-9%	12%
O=C(Nc1cccnc1)c1c(F)c(F)c(F)c(F)c1F	i	-2%	6%	14%	7%	6%	2%	-1%	6%
O=C1/C(=C/c2ccc(Cl)cc2)SC(=S)N1CCC(=O)N1CCCCC1CCO (configuration not stated)	?	?	6%	?	-2%	-14%	-10%	?	-15%
COc1cc(C2C(C#N)=C(N)Oc3cc(N(C)C)ccc32)cc2c1OCO2 (configuration not stated)	i	?	-1%	2.6%	-6%	-43%	44%[activator]	?	-20%
CN1CCN(C(=O)C2=C[C@@H](c3csc4ccccc34)C[C@@H](OCCCCO)O2)CC1	i	-3%	-2%	-0.2%	26%	-5%	-5%	17%	-1%
COc1cc(/C=C(\NC(=O)c2cc(OC)c(OC)c(OC)c2)C(=O)NC(C(=O)O)c2ccccc2)cc(OC)c1OC (configuration not stated)	i	-20%	13%	-0.5%	16%	-3%	-2%	1%	8%
CN(C)/C=C/C(=O)c1ccc(Cl)cc1	i	18µM*	-49%	0.5%	2%	-25%	13%	5%	-23%
Cc1ccc(S(=O)(=O)c2cc3ccccc3oc2=Nc2ccc3c(c2)OCO3)cc1	i	-2%	-9%	3.5%	0%	-15%	-35%	-3%	-3%
CCOc1ccc(/C=N/N2C(C)CCCC2C)cc1OC (configuration not stated)	i	3%	0%	-0.2%	4%	-27%	1%	-9%	4%
Cn1c(=O)n(C)c2cc(N3CCOCC3)c(NS(=O)(=O)c3ccc(Br)cc3)cc21	i	.	-15%	11%	.	-27%	5%	21%	1%
C=CCSc1nc(C)c(CCC(C)C)c(=O)[nH]1	?	?	-4%	3.2%	-3%	1%	.	-11%	-6%
O=C1c2ccccc2-c2onc3ccc(Oc4ccccc4)c1c23	.	?	?	7.1µM*	11%	-19%	?	?	?
O=C(NC12CC3CC(CC(C3)C1)C2)c1ccc(S(=O)(=O)N2CCOCC2)cc1	i	16%	.	-0.2%	-1%	1%	3%	-3%	0%
CCOC(=O)COn1c(=O)c(=O)n(O)c2ccccc21	i	7%	7%	-0.2%	-6%	-12%	-9%	7%	2%
COc1ccc(CCN(/C=C2\Sc3ccccc3C2=O)C(C)=O)cc1OC	i	-5%	?	29%	-7%	20%	1%	-2%	8%
O=C(COc1ccc2ccccc2c1)Nc1ccc2c3c(cccc13)CC2	i	21µM*	?	0.1%	-3%	-19%	-35%	-8%	2%
CC(C)CCn1c(=O)[nH]c2ccccc21	i	0%	-4%	0.1%	-1%	4%	8%	15%	1%
COc1cc(C)ccc1OCc1cc(C(=O)N2CCN(C3CCCCC3)CC2)no1	i	?	1%	6.5%	-6%	-15%	.	?	0%

Random excerpt: five entries already listed
SMILES	S2 tox	MCF10A rerep	Nrf2 inh	Nrf2 activator	EPAC2 antag	HepG2 viability	ATXN2 expr inh	TGFb inhibitor	A549 viability
COc1ccc(CN(Cc2ccccn2)S(=O)(=O)c2ccc(-n3cnnn3)cc2)cc1	i	15%	-6%	0.0%	0%	-19%	-5%	2%	7%
COc1ccc(Nc2nc(N)nc(CSc3nc4cc(OC)ccc4s3)n2)cc1	?	.	?	-1.7%	.	-20%	?	?	?
O=C1/C(=C/c2ccc(Cl)cc2)SC(=S)N1CCC(=O)N1CCCCC1CCO (configuration not stated)	?	?	6%	?	-2%	-14%	-10%	?	-15%
O=C(NC12CC3CC(CC(C3)C1)C2)c1ccc(S(=O)(=O)N2CCOCC2)cc1	i	16%	.	-0.2%	-1%	1%	3%	-3%	0%
O=C(Nc1cc(F)ccc1F)C1CCCN1S(=O)(=O)c1cccc2nsnc12 (configuration not stated)	i	-1%	-4%	-0.2%	-4%	-15%	0%	?	1%

A draw from above in order of heavy-atom count, lowest first:
SMILES	S2 tox	MCF10A rerep	Nrf2 inh	Nrf2 activator	EPAC2 antag	HepG2 viability	ATXN2 expr inh	TGFb inhibitor	A549 viability
CCOC(=O)COn1c(=O)c(=O)n(O)c2ccccc21	i	7%	7%	-0.2%	-6%	-12%	-9%	7%	2%
CCOc1ccc(/C=N/N2C(C)CCCC2C)cc1OC (configuration not stated)	i	3%	0%	-0.2%	4%	-27%	1%	-9%	4%
COc1ccc(CCN(/C=C2\Sc3ccccc3C2=O)C(C)=O)cc1OC	i	-5%	?	29%	-7%	20%	1%	-2%	8%
O=C(NC12CC3CC(CC(C3)C1)C2)c1ccc(S(=O)(=O)N2CCOCC2)cc1	i	16%	.	-0.2%	-1%	1%	3%	-3%	0%
O=C(CCn1c2c(c3ccccc31)CCCC2)NNC(=O)c1ccc([N+](=O)[O-])cc1	i	?	-1%	2.0%	10%	-4%	-7%	?	9%

New compounds follow.
SMILES	S2 tox	MCF10A rerep	Nrf2 inh	Nrf2 activator	EPAC2 antag	HepG2 viability	ATXN2 expr inh	TGFb inhibitor	A549 viability
CCOc1ccccc1OCC(=O)NCCc1ccc(S(N)(=O)=O)cc1	i	-3%	4%	-0.5%	-16%	1%	10%	25%	7%
CN(C)c1ccc(/C=C/C(=O)c2cccc(Br)c2)cc1	i	16µM*	-6%	0.5%	56%[activator]	-22%	13%	43%	-6%
CCOC(=O)C1=C(C)NC(C)=C(C(=O)OCC)C1c1ccccn1	i	22%	12%	-0.6%&-0.6%	2%&-5%	-2%&15%	0%	-8%&0%	3%
N/C(=N\OC(=O)COc1ccc(Cl)cc1Br)c1ccncc1	i	2%	?	2.8%	4%	4%	77%[activator]	0%	1%
Cc1ccc(-c2cc(C(=O)NCCc3ccc(S(N)(=O)=O)cc3)c3ccccc3n2)cc1	?	?	-17%	1.4%	3%	-2%	-11%	-13%	-15%
CCn1cc(C(=O)O)c(=O)c2cnc(N3CCN(C(=S)NC(=O)c4ccccc4)CC3)nc21	i	-1%	?	0.2%	9%	-42%	-6%	30%[activator]	-6%
CN1CCCN(S(=O)(=O)c2ccc(O)c(C(=O)O)c2)CC1	i	-3%	-10%	-0.8%	-2%	-2%	6%	0%	3%
COCCn1c(=N)c(C(=O)NC(C)c2ccccc2)cc2c(=O)n3cc(C)ccc3nc21 (configuration not stated)	.	.	12%	0.1%	.	-1%	-7%	96%[activator]	-1%
COc1ccccc1NC(=O)CCn1cccc1	i	1%	10%	-0.6%	10%	22%	1%	-14%	-2%
COc1ccc(-c2cc3nc(C)cc(N)n3n2)cc1	?	2%	?	-1.8%	5%	10µM*	-28%	7%	9%
COc1ccccc1NC(=O)CCCNC(=O)Cn1cnc2sc(C)c(C)c2c1=O	i	1%	-28%	0.0%	-9%	-5%	9%	-4%	-7%
O=C(COc1ccccc1F)NC12CC3CC(CC(C3)C1)C2	i	?	-3%	0.3%	-11%	-39%	-13%	-21%	10%
O=C(CSc1nc2ccccc2nc1Cc1ccc(Cl)cc1)NCCc1ccccc1	.	.	.	-0.5%	.	-2%	.	-1%	2%
Nc1cc(N)nc(SCC(=O)NNC(=O)Cc2ccccc2)n1	i	0%	-2%	0.1%	7%	29%	4%	3%	-4%
CN(C(=O)CSc1nnc(COc2ccccc2)o1)c1ccccc1	i	.	-26%	0.0%	.	-17%	0%	5%	-1%
COc1ccccc1NS(=O)(=O)c1cccc(C(=O)OCc2nc3ccccc3s2)c1	i	5%	13%	22%	1%	-1%	58%[activator]	-9%	4%
OC(CNCc1ccccc1)(c1ccccc1)c1ccccc1	?	-1%	2%	0.3%	-11%	-34%	.	-14%	-6%
O=C1CSC(c2ccc([N+](=O)[O-])cc2)N1Cc1ccccc1 (configuration not stated)	i	?	0%	0.0%	-5%	3%	-34%	2%	12%
CC(C)(C)C(=O)N1CCN(c2ncccc2C(F)(F)F)CC1	i	-1%	1%	-0.8%	12%	-8%	.	-4%	0%
Cc1[nH]c2ccccc2c1C(=O)CN1CCSCC1	i	0%	-16%	0.2%	-10%[57.1 µM]	-39%	8%	6%	1%
Cc1cc(C(=O)CSc2nc(N)cc(=O)[nH]2)c(C)n1Cc1ccco1	i	3%	?	0.4%	11%	-6%	-6%	-10%	2%
CCOC(=O)C1(CCOc2ccccc2)CCN(Cc2cccc(F)c2)CC1	?	?	?	0.2%	-8%	-1%	-74%	?	0%
N#Cc1c(Nc2cccc(F)c2)sc2c(O)cc(=O)[nH]c12	?	?	8%	0.0%	11%	-1%	-5%	15%	-9%
CN(C(=O)CSc1nnc(C(F)(F)F)n1N)C1CCS(=O)(=O)C1 (configuration not stated)	i	-1%	-4%	0.4%	6%	-6%	.	8%	-11%
CC(OC(=O)C(C)Oc1ccccc1)C(=O)Nc1ccc(S(=O)(=O)N2CCCCC2)cc1 (configuration not stated)	i	7%	-5%	-0.3%	-9%	14%	0%	3%	3%
O=C(C1CCCO1)N1CCN(C(c2ccccc2)c2ccccc2)CC1 (configuration not stated)	i	6%	5%	0.0%	13%	11%	12%	1%	-3%

Not all compounds are listed; rates above refer to the full screens.
